Bioassay records: PubChem, Sanford-Burnham Center for Chemical Genomics
TIM10 inh = growth inhibitors of isogenic TIM10 control yeast, primary screen, counter-screen for tim10-1 yeast inhibitor project, luminescence, uHTS; hit rate 1.4% among 330,000; inhibition, % at 10 µM; AID 463195, 2010; S. cerevisiae TIM10 strain growth, BacTiter-Glo luminescence, 24 h;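 active means inhibition of 40% or more at the single tested concentration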;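 further: wild-type TIM10 isogenic control strain grown at permissive 25 °C; 0% = DMSO yeast wells and 100% = minimal medium wells without yeast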
UPR CHOP act = activators of apoptotic CHOP UPR arm, primary screen, cell-based, CHO-CHOP luciferase reporter, luminescence, uHTS | hit rate 0.34% among 330,000 | UPR activation; percent of tunicamycin response over DMSO baseline | activation, % at 10 µM;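 active means at 10 µM dose, activation of 40% or more, normalized to positive control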;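 further: 100% = tunicamycin at 10 µg/mL and 0% = DMSO alone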
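Test system: CHO CHOP reporter cells. Input: 500 CHO-CHOP cells per well. Medium: F12 with 10% FBS. Technique: luciferase luminescence. Measure: percent activation relative to tunicamycin control. Dosing: 10 µM compound, 0.5% DMSO. Timing: 16-18 h cell attachment, then 6 h compound exposure, 37 °C.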
Jurkat NFkB inh = inhibitors of induced NF-kB luciferase reporter, primary screen, TCR NF-kB activation inhibitor project, cell-based, luminescence, uHTS; Jurkat, PMA/ionomycin-induced NF-kB luciferase reporter; hit rate 0.53% among 330,000; inhibition, % at 4 µM; AID 435003, 2010; in the data active means inhibition above about 50%
tim23-1 inh = growth inhibitors of tim23-1 mutant yeast, primary screen, luminescence, uHTS. S. cerevisiae tim23-1 growth, BacTiter-Glo luminescence, 24 h. inhibition, % at 20 µM. hit rate 1.3% among 330,000. AID 463212, 2010;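 active means growth inhibition of the mutant yeast at or above 50%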;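 further: temperature-sensitive mutant grown at 25 °C; plate controls were DMSO-treated mutant yeast for no effect and medium wells lacking yeast for full effect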
XBP1 UPR activ = activators of adaptive XBP1 UPR arm, primary screen, cell-based, CHO-XBP1 luciferase reporter, luminescence, uHTS; IRE1-XBP1 UPR activation; percent of tunicamycin response, DMSO as zero; hit rate 0.33% among 330,000; AID 463104, 2010; activation, % at 20 µM;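 active means versus positive control, 20 µM dose yields 30% or more activation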;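 further: 100% = tunicamycin at 10 µg/mL and 0% = DMSO only wells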
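Assay system: CHO-XBP1 luciferase reporter cells; Schedule: 6 h treatment, 37 °C; Detection: glow luminescence from Steady-Glo reagent; Benchmarks: high control tunicamycin 10 µg/mL final, low control DMSO vehicle only.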
tim10-1 inh = growth inhibitors of tim10-1 mutant yeast, primary screen, luminescence, uHTS; S. cerevisiae tim10-1 ts strain growth, BacTiter-Glo, 24 h; inhibition, % at 20 µM; AID 463190, 2010; hit rate 2.2% among 330,000;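 active means inhibition of at least 40%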;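 further: mutant grown at 25 °C; 0% = DMSO wells with yeast and 100% = wells holding no yeast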
Mdm2-MdmX inh = inhibitors of human Mdm2-MdmX association, primary screen, cell-based, luminescence, split luciferase, SaOS-2, uHTS; Protein Mdm4 (Homo sapiens) + E3 ubiquitin-protein ligase Mdm2 (Homo sapiens), …; SaOS-2 split-luciferase Mdm2/MdmX complementation; inhibition, % at 8 µM; hit rate 3% among 330,000; AID 485346, 2010;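 active means inhibition of at least 50% at 8 µM in the primary screen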
Target sequence (O15151 whole entry, looked up): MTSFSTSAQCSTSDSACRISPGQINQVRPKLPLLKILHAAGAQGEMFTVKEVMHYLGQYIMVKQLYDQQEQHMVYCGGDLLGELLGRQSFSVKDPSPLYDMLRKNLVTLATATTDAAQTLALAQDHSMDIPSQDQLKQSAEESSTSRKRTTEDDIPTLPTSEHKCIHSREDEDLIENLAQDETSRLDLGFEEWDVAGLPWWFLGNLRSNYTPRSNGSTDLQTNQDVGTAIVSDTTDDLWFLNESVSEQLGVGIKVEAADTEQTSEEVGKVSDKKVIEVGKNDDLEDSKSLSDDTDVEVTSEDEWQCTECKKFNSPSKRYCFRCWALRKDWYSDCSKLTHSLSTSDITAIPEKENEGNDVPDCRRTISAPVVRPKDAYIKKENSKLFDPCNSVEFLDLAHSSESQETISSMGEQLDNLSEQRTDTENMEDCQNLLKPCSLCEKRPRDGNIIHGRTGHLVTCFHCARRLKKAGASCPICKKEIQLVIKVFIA
Target sequence (Q00987 whole entry, looked up): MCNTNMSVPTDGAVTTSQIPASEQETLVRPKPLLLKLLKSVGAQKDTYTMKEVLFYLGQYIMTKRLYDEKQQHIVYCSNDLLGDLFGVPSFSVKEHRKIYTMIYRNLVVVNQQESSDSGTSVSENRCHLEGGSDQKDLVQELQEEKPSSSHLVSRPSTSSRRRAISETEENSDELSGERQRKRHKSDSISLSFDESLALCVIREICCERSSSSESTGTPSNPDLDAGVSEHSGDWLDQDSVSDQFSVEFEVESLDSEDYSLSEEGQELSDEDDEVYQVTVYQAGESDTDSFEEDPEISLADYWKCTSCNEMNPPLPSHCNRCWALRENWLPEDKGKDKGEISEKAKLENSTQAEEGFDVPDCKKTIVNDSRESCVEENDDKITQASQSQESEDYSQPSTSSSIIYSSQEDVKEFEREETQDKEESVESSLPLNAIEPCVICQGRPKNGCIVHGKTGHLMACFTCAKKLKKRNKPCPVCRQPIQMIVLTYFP
697 NFkB inh = inhibitors of PMA/ionomycin-induced NF-kB reporter, 697 cells, primary screen, B-cell NF-kB inhibitor project, cell-based, luminescence, uHTS; 697 B-cell NF-kB luciferase reporter, 16 h; hit rate 0.33% among 330,000; inhibition, % at 4 µM; AID 435022, 2010; in the data active means inhibition above about 35%
* hit, by the source's call; x = not tested or not shown.

Sample of the layout:
SMILES	TIM10 inh	UPR CHOP act	Jurkat NFkB inh	tim23-1 inh	XBP1 UPR activ	tim10-1 inh	Mdm2-MdmX inh	697 NFkB inh
O=C(O)COc1ccccc1/C=N/NC(=O)C(O)c1ccccc1 (centres undefined)	1.9	2.6	4.1	6.4	-3.3	-1.9	-3.2	11.4
CCCCNC(=O)CCn1c(=S)[nH]c2cc3c(cc2c1=O)OCO3	12.4	-0.5	-7.7	-24.6	2.8	8.7	0.2	14.0
Cc1ccc2cccc(Oc3ncnc4sc(C)c(C)c34)c2n1	39.3	-0.9	10.5	43.9	-3.4	39.8	-7.4	6.5
Cc1ccc(S(=O)(=O)N2CCC[C@H]2C(=O)Nc2ccccc2Cl)cc1	-20.5	-2.2	-4.4	38.7	2.3	-3.6	-2.7	-28.1

Main list, previewed entries included:
SMILES	TIM10 inh	UPR CHOP act	Jurkat NFkB inh	tim23-1 inh	XBP1 UPR activ	tim10-1 inh	Mdm2-MdmX inh	697 NFkB inh
O=C(O)COc1ccccc1/C=N/NC(=O)C(O)c1ccccc1 (centres undefined)	1.9	2.6	4.1	6.4	-3.3	-1.9	-3.2	11.4
CCCCNC(=O)CCn1c(=S)[nH]c2cc3c(cc2c1=O)OCO3	12.4	-0.5	-7.7	-24.6	2.8	8.7	0.2	14.0
Cc1ccc2cccc(Oc3ncnc4sc(C)c(C)c34)c2n1	39.3	-0.9	10.5	43.9	-3.4	39.8	-7.4	6.5
Cc1ccc(S(=O)(=O)N2CCC[C@H]2C(=O)Nc2ccccc2Cl)cc1	-20.5	-2.2	-4.4	38.7	2.3	-3.6	-2.7	-28.1
Cc1c(CN2CCC(CO)(CC3CCCCO3)CC2)cnn1C (centres undefined)	-13.5	0.9	-15.1	3.1	-2.4	-8.3	-28.0	-12.3
COc1ccccc1/C=C\C=N\n1c(-c2ccc(Cl)cc2)n[nH]c1=S	23.9	1.3	4.6	12.2	4.3	24.9	31.8	2.5
CC(C)(O)[C@@H]1Cc2c(ccc3ccc(=O)oc23)O1	3.5	-1.0	-4.3	6.8	-0.8	1.5	5.7	5.3
CC(C)N1C(=O)CCC1C(=O)NC1CCCC1 (centres undefined)	1.6	0.1	12.4	-0.4	-0.6	0.6	-10.1	16.9
Cc1ccccc1NC(=O)CN1CCC(NC(=O)Nc2ccccc2)CC1	-8.4	-3.2	6.0	3.4	-1.8	3.8	-6.4	-46.9
CCOC(CNC(=O)C(=O)Nc1cc2c3c(c1)CCN3C(=O)CC2)OCC	3.3	0.4	-2.3	5.3	-0.9	-2.9	-9.7	-11.8
CCOC(=O)c1c(C)[nH]c(C(=O)COC(=O)CCSc2ccccc2)c1C	14.6	7.4	-16.3	9.6	4.4	26.1	2.1	-38.0
Cc1ccc(C(C(=O)NC2CCCC2)N(C(=O)Cc2cccs2)c2ccc3c(c2)OCCO3)cc1 (centres undefined)	-3.1	-0.1	11.0	-1.6	-5.0	-1.2	-22.4	17.1
COc1cccc(/C=C2\SC(=S)N(CCCC(=O)N3CCCCC3CCO)C2=O)c1 (centres undefined)	18.9	1.5	8.1	52.5*	-6.0	49.6*	77.8*	21.0
O=C(CSCc1ccccc1)N1CCN(C(=O)c2ccco2)CC1	0.7	3.7	-3.5	-3.6	-0.4	-6.7	0.7	2.4
CCOC(=O)c1ccc(NC(=O)C(C)N2C(=O)c3ccccc3C2=O)cc1 (centres undefined)	-0.3	0.4	5.8	6.2	-3.5	-4.4	11.0	13.1
C[C@H](CO)N1C[C@H](C)[C@@H](CN(C)Cc2ccc(-c3ccccc3)cc2)Oc2c(NS(=O)(=O)c3cn(C)cn3)cccc2C1=O	2.0	-1.2	-7.7	0.6	-0.6	-7.9	-1.1	4.8
O=S(=O)(NCc1ccccc1)c1ccc(S(=O)(=O)N(Cc2ccccn2)Cc2ccco2)cc1	-7.6	-1.7	1.5	-19.2	-1.0	-12.0	31.2	-16.8
O=C(C1CCN(S(=O)(=O)c2ccccc2)CC1)N1CCc2ccccc21	-1.1	1.5	6.9	-4.6	-3.3	3.4	12.2	5.8
COc1ccc(CCCC(=O)NC(C)c2ccccc2)cc1 (centres undefined)	8.1	-0.1	3.7	13.4	1.9	11.3	-2.2	-12.0
CC1(C)CC(NC(=S)NC2CC2)CC(C)(C)N1	9.8	-0.1	-2.3	8.1	-0.3	1.4	18.3	-4.3
CC(C)n1cc(/C=C/c2cc[n+](C)cc2)c2ccccc21	8.2	-0.2	20.1	-3.0	-3.7	-11.9	63.4*	-18.0
Cc1occc1-c1nnc(SCC(=O)NCc2ccc3c(c2)OCO3)n1CC(C)C	23.4	-2.2	10.4	21.9	-0.2	19.4	-1.9	-7.6
CO/N=C(\C(=O)O)c1csc(NN=C(C)C)n1	1.6	-1.0	5.0	18.6	0.7	25.9	0.9	5.7
O=C(CSCc1ccccc1)Nc1cccc(C(=O)Nc2ccccc2C(=O)O)c1	3.6	-0.1	1.1	20.7	-4.0	5.7	-22.3	7.2
COc1ccc(-c2cccc(-c3cc(=O)oc4ccc(C(C)(C)C)cc34)c2)cc1	1.7	4.3	x	13.3	0.5	2.1	13.5	-11.7
Remaining list, next part.
SMILES	TIM10 inh	UPR CHOP act	Jurkat NFkB inh	tim23-1 inh	XBP1 UPR activ	tim10-1 inh	Mdm2-MdmX inh	697 NFkB inh
CC(=O)C1=C(O)C(=O)N(c2nccs2)C1c1ccccc1 (centres undefined)	-13.1	-1.3	3.2	-4.0	-2.7	-8.6	3.9	-6.9
O=C(NC1CCCCC1)c1ccccc1NC(=S)NC(=O)C1CCC1	17.6	-0.7	1.6	17.9	-1.4	24.1	0.4	7.1
CCc1c(C)nc(SCC(=O)Nc2nc(-c3ccc(OC)cc3)cs2)[nH]c1=O	3.6	1.0	3.4	-0.5	2.9	-13.5	19.0	10.2
CC(C)CC(=O)n1sc(NC(=O)c2ccccc2)nc1=O	6.8	1.3	1.9	14.6	-0.3	8.3	13.4	17.5
COc1ccc(S(=O)(=O)Nc2ccccc2)cc1	1.4	-0.5	-0.8	9.0	-1.4	-12.2	-13.7	-12.6
O=C(NCCN1CCCCC1)c1cc2ccccc2[nH]1	3.4	-1.7	-30.0	11.6	-5.8	8.8	6.3	-12.0
Cc1ccccc1N1CCN(C2=NC(=O)/C(=C\c3cccs3)S2)CC1	27.2	3.0	-1.0	41.9	5.7	2.6	15.9	-28.1
Cc1ccc(C)c(N2CCN(C(=O)COc3cc(=O)n(C)c4ccccc34)CC2)c1	4.3	-1.7	12.2	-14.4	-1.3	-16.7	28.9	-17.2
CS(=O)(=O)N1CCC(Oc2ccccc2C(=O)NCCCc2cccnc2)CC1	0.9	0.5	0.2	6.4	2.3	8.6	6.4	-0.1
COC(=O)c1cc(S(=O)(=O)N2CCN(c3ccc(F)cc3)CC2)c[nH]1	5.2	-1.0	11.8	-7.3	-5.9	4.1	13.2	-11.1
O=C(Cn1cnc2sc(-c3ccccc3)cc2c1=O)NCc1ccccc1	-15.6	0.1	42.5	-1.2	-2.4	10.9	77.5*	-23.9
O=C(c1ccc(OC2CCN(CCc3ccccc3)CC2)cc1)N1CCCC(CCCO)C1 (centres undefined)	6.7	0.3	12.3	-14.0	-1.1	-2.9	32.1	3.1
O=C1CC2(CCN(C(=O)c3ccc(F)c(F)c3)CC2)Oc2ccccc21	-1.0	-0.8	0.8	13.0	0.3	15.2	-2.2	2.9
CCOc1ccc(Cc2noc3c2C(=O)CCC3)cc1OCC	0.4	2.7	-0.1	-0.3	-2.5	11.5	-6.6	5.6
COc1ccc(C)cc1NC(=O)C1CC(=O)N(CCc2ccccc2)C1 (centres undefined)	6.3	1.8	3.1	19.1	0.5	24.6	-6.0	-2.1
O=C1Nc2cccnc2N(C(=O)CCl)c2ccccc21	-17.9	3.3	17.7	15.7	-5.3	4.1	67.9*	2.9
COC(=O)/C=C1/S/C(=N/N=C/c2ccco2)NC1=O	-1.8	1.2	-11.6	12.5	2.1	14.9	-8.5	-2.4
Cc1ccccc1-n1c(O)c(/C=N/N2CCCCC2c2cccnc2)c(=O)[nH]c1=O (centres undefined)	15.7	-1.4	6.0	21.4	-0.4	-1.6	-12.4	2.6
COc1cccc(CNC(=O)C2CCN(S(=O)(=O)N3CCC4(CC3)OCCO4)CC2)c1	-11.7	-1.7	-4.5	-0.6	-1.0	-3.3	10.9	-12.4
O=C1Nc2ccccc2N2CCCC12 (centres undefined)	10.0	1.3	-4.3	8.9	-0.2	-16.0	2.6	-6.3
Cc1cc(F)ccc1NCC(=O)Nc1ccccc1Br	-9.6	3.5	-22.7	15.4	4.9	31.5	1.3	-19.9
CC(=O)Nc1cccc2c1Cc1ccccc1-2	-2.3	4.0	-39.1	18.9	4.7	-8.9	-13.4	-51.1
C=C(C(=O)Oc1c(C(C)(C)C)cccc1C(C)(C)C)c1ccccc1	5.3	-1.6	-14.5	3.2	-1.1	5.8	-9.6	-10.2
O=C(C1CCN(S(=O)(=O)c2ccc(Cl)c(C(F)(F)F)c2)CC1)N1CCC1	2.2	-0.2	24.8	0.8	0.2	2.0	-15.1	17.5
C[N+](C)(C)CCNC(=O)c1c(O)c2c([nH]c1=O)CCCC2	-3.2	-0.4	10.8	15.8	-1.7	4.0	-7.3	21.4
(more compounds)
SMILES	TIM10 inh	UPR CHOP act	Jurkat NFkB inh	tim23-1 inh	XBP1 UPR activ	tim10-1 inh	Mdm2-MdmX inh	697 NFkB inh
CC1=C(C(=O)Nc2ccccc2C)C(c2cccnc2)n2nc(CCCO)nc2N1 (centres undefined)	4.1	-0.6	-5.4	7.4	-0.9	5.1	13.5	12.4
COc1cc(NC(=O)NCC2CCN(Cc3ccc(C)cc3)CC2)cc(OC)c1OC	-7.0	-0.2	1.3	-4.1	-2.9	14.0	9.1	16.7
CCCC(C(=O)NCc1ccco1)N(Cc1ccco1)C(=O)CNS(=O)(=O)c1ccccc1 (centres undefined)	-9.3	1.4	8.7	11.7	-4.6	5.6	-14.1	10.7
O=C(COC(=O)CSc1ccc2ccccc2c1)NCc1ccc2c(c1)OCO2	15.2	1.0	0.8	6.6	-2.3	15.6	-16.6	2.9
CCOc1ccc(NC(=O)CN(C)C(=O)CCC2CCCCC2)cc1OCC	10.8	1.9	20.9	23.4	0.2	-1.6	-3.4	-1.4
COc1cc2oc3ccccc3c2cc1N(CC(=O)N(C)C)S(=O)(=O)c1ccccc1	4.2	-1.1	4.9	26.8	-4.0	18.0	6.5	1.4
Cc1cccc(-n2nnnc2SCC(=O)Nc2cccc(S(N)(=O)=O)c2)c1	-14.4	-0.7	13.9	4.3	-0.3	-11.4	-4.0	10.4
CCOC(=O)c1sc(NC(=O)Cn2nnc3sc4c(c3c2=O)CCC(C(C)(C)C)C4)nc1C (centres undefined)	17.6	2.2	9.2	20.2	1.6	12.9	14.2	22.8
Cc1ccc(C(=O)NCCN2C3=NC[C@@H](Cc4ccccc4)N3C[C@H]2Cc2ccc(O)cc2)cc1Br	-10.8	0.2	-4.2	-11.4	-1.2	12.9	81.2*	13.2
COc1cc(-c2noc(C)c2C(=O)NCCc2c[nH]c3ccccc23)cc(OC)c1OC	1.3	0.0	2.8	-1.1	5.0	-4.1	-1.0	13.5
O=C(O)c1cc(=O)cc(C(=O)O)[nH]1	-14.4	1.1	-2.8	-8.0	1.6	8.2	-30.1	-7.3
